Anesthetic bind: qHTS Assay for Identification of Novel General Anesthetics | Ferritin light chain (Equus caballus), P02791 | apoferritin/1-aminoanthracene competitive binding, fluorescence | Potency, µM (highest dose often 77.5 µM), without a hit: at the top dose activity change, negative = displacement, usual class: inhibitors | actives 0.074% (n = 350,000); note: potency is the fitted concentration of half-maximal effect; % is set by controls: 0 for no effect and ±100 for the full control effect; nearly all actives have a fitted effect of over 20% in size
Target sequence (P02791 2-175 limits assumed): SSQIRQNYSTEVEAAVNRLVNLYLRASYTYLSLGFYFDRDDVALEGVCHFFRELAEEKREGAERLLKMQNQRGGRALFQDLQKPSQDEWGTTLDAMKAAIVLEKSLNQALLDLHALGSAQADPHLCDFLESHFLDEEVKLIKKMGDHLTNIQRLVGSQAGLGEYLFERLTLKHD
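Read-out: endpoint 1-AMA fluorescence, excitation 380 nm and emission 535 nm, after compounds sit 10 min at room temperature with 10 uM horse-spleen apoferritin in 50% saturated 1-AMA/PBS. Values come from four-parameter Hill fits.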
POLK inh: qHTS for Inhibitors of Polymerase Kappa; DNA polymerase kappa (Homo sapiens), Q9UBT6; purified Pol kappa, fluorescent DNA synthesis assay, 10 min; Potency, µM (titrated, usually from 107 µM), without a hit: at the highest dose activity, negative = inhibition, usual class: inhibitors; actives 0.53% (n = 400,000); AID 588579, 2011; note: potency is the fitted concentration of half-maximal effect; % is set by controls: 0 for no effect and ±100 for the full control effect
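Kinetic fluorescence screen: compound preincubated 15 min RT with 10 nM enzyme; 50 nM substrate (final) initiates; reads at 0/10 min.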
APEX1 inh: qHTS Assay for Inhibitors of the Human Apurinic/apyrimidinic Endonuclease 1 (APE1) | actives 0.35% (n = 350,000) | Potency, µM (top dose mostly 65.8 µM), without a hit: at the highest dose activity change, negative = inhibition, hits mostly inhibitors | AID 2517, 2012 | DNA repair nuclease/redox regulator APEX1 (Homo sapiens), P27695 | recombinant APE1, TAMRA/BHQ-2 abasic DNA cleavage fluorescence;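 note: potency is the fitted concentration of half-maximal effect; plate controls were vehicle for no effect and reference inhibitor for full effect; nearly all actives have a fitted effect of over 55% in size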
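Measures dequenching upon AP-site incision of a 5'-TAMRA/3'-BHQ-2 THF-containing duplex, 50 nM; human APE1 0.75 nM after 15 min room-temperature exposure to compound; kinetic three-point read at one-minute spacing.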
POLB inh: qHTS Assay for Inhibitors of DNA Polymerase Beta | AID 485314, 2010 | actives 1.3% (n = 340,000) | P06746 | Pol beta primer extension/strand displacement, fluorescence kinetic | Potency, µM (doses to about 114 µM), for the others: at the highest dose activity change, negative = inhibition, hits mostly inhibitors; note: potency is the fitted concentration of half-maximal effect; % is set by controls: 0 for no effect and ±100 for the full control effect
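Kinetic readout of DNA synthesis with strand displacement by Pol beta. Compound and 10 nM enzyme sit 15 min at room temperature; 50 nM substrate starts the reaction, read immediately and at 10 min.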
LDHA block: qHTS assay for inhibitors of human lactate dehydrogenase; activity change, % (values are at about 110 or 230 µM); purified LDHA, NADH/diaphorase-resazurin fluorescence; active compounds read low; L-lactate dehydrogenase A chain (Homo sapiens), P00338; actives 0.15% (n = 480,000); in the data active = activity change below about -30%; inconclusive = mostly about -25% to -30%;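 note: plate controls were DMSO wells for no effect and wells without enzyme for full effect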
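Enzyme activity of human lactate dehydrogenase 5 (2 nM; 0.06 mM NADH, 0.2 mM pyruvate, 5 min, RT) is measured via a resazurin/diaphorase fluorescence readout of residual NADH.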
POLH inh: qHTS for Inhibitors of Polymerase Eta. recombinant Pol eta, fluorescent DNA replication assay. DNA polymerase eta (Homo sapiens), Q9Y253. actives 1.2% (n = 390,000). Potency, µM (series often up to 114 µM), for the others: at the highest dose activity change, negative = inhibition, most hits filed as inhibitors. AID 588591, 2011; note: potency is the fitted concentration of half-maximal effect; % is set by controls: 0 for no effect and ±100 for the full control effect
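Pol eta (10 nM) was preincubated with compounds for 15 min at room temperature, after which fluorescent replication substrate (50 nM final) was added to start the reaction. Fluorescence was read kinetically at 0 and 10 min.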
ERG Ets-DNA blk: qHTS for Small Molecule Inhibitors of the ERG Ets/DNA interaction | fluorescence polarization, His-ERG Ets domain / labelled DNA | Potency, µM (series often up to 76.9 µM), without a hit: top-dose FP activity, negative = inhibition, usual class: inhibitors | actives 0.028% (n = 370,000); active = well fitted inhibition curve with a large enough effect in the polarisation, with a control signal flat; inconclusive = small, poorly fitted or top-dose-only effect, or effect the other way, or a change in a side signal; inactive = no such curve, though single readings can be large or run the other way; the % refers to the polarisation;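 note: polarization taken with two DNA probes labelled with fluorescein and Texas red; potency is the fitted concentration of half-maximal effect; % of control where 0% means no effect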
Target sequence (P11308 whole entry, looked up, the tested form may be a part): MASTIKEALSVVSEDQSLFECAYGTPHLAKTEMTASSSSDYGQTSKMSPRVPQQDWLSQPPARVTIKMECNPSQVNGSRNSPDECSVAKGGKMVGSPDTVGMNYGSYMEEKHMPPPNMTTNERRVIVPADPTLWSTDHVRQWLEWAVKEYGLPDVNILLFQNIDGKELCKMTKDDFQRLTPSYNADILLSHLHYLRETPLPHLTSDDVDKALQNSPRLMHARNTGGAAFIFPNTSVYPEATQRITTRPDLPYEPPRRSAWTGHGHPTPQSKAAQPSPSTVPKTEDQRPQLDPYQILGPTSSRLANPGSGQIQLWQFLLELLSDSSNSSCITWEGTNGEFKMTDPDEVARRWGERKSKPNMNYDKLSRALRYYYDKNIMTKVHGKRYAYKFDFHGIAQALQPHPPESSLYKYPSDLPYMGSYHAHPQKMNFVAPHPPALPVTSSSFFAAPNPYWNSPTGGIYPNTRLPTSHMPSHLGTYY
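His-tagged ERG Ets domain (1 uM in the protein solution; 300mM KCl, 50mM Tris-HCl, 1mM EDTA, 1mM DTT, pH 7.5) received compound, then a probe mix of 5 nM fluorescein-DNA and 100nM Texas-615-DNA. Fluorescence polarization was read for both dyes.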
RGS4 inh: Inhibitors of Regulator of G Protein Signaling (RGS) 4: qHTS; actives 0.039% (n = 390,000); Transcreener GDP fluorescence polarization, RGS4-accelerated GTP hydrolysis; Potency, µM (top dose mostly 114 µM), for the others: top-dose activity change, negative = inhibition, usual class: inhibitors; AID 504845, 2011; Regulator of G-protein signaling 4 (Homo sapiens), P49798; note: potency is the fitted concentration of half-maximal effect; % is set by controls: 0 for no effect and ±100 for the full control effect; nearly all actives have a fitted effect of over 75% in size; some results filed as inactive show a strong effect at the top dose
Target sequence (P49798 whole entry, looked up): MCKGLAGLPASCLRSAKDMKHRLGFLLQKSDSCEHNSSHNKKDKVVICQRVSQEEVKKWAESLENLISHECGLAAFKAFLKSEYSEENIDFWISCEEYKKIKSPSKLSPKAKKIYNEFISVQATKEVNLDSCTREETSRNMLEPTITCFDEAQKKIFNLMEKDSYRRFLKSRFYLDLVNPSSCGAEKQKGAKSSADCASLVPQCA
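MLSMR compounds (23 nl, pin-transferred) preincubated 10 min at room temperature with a 500nM (2x) first reagent, then RGS4 at 900nM (2x) plus Transcreener GDP mix added; fluorescence polarization (620/688 nm) read before and after 90 min at 30 °C.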
12-LOX inh: Primary qHTS assay for inhibitors of human arachidonate 12S-lipoxygenase (ALOX12): Round 2. purified 12hLO, xylenol orange hydroperoxide absorbance. Potency, µM (series often up to 108 µM), for inactives: top-dose activity change, negative = inhibition, most hits filed as inhibitors. actives 1.1% (n = 580,000). AID 1671190, 2021; note: potency is the fitted concentration of half-maximal effect; % is set by controls: 0 for no effect and ±100 for the full control effect
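Purified human 12hLO at 150 nM in 25 mM Hepes, 0.01% Triton X-100, pH 7.0, preincubated 15 min at room temperature with compound. Reaction started with 40 uM arachidonic acid, 30 min at room temperature. Hydroperoxide measured by Fe-xylenol orange, 573/405 nm absorbance ratio.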
An asterisk follows results filed as active; ? = inconclusive; . = not tested or not shown; & = joins results of further samples; [ ] = dose if it differs, or a comment. Unless noted, calls come from the whole dose curve; as a rule, active = well fitted curve in the direction sought with a large enough effect; inconclusive = small, poorly fitted or top-dose-only effect, or another doubt; inactive = no such curve, though single readings can be large; an effect the other way counts as inactive or inconclusive.

SMILES | Anesthetic bind | POLK inh | APEX1 inh | POLB inh | LDHA block | POLH inh | ERG Ets-DNA blk | RGS4 inh | 12-LOX inh
CCn1c(=O)c(=O)[nH]c2cc(C(=O)NC3CC3)ccc21 | -3% | -2% | 2% | 9% | -6 | -6% | . | 21% | 2%
Cc1cc(C)c2c(=O)[nH]c(SCC(=O)N(C)C)nc2n1 | -6% | -3%[60.1 µM] | -2% | 49% | -2 | 10% | . | -8% | 3%[57.4 µM]
Cc1[nH]c(C)c(S(=O)(=O)N2c3ccccc3CC2C)c1C(=O)N1CCCCC1 (centres undefined) | -8% | -1% | -12% | 55% | -1 | -17% | -1% | 17% | 4%
CNC(=S)NNC(=O)Cc1ccc(OC)cc1 | 3% | -4% | 2% | 44% | -12 | -2% | 6% | 25% | 122%[activator]
Cn1ncc([N+](=O)[O-])c1C(=O)Nc1ccn(Cc2ccccc2F)n1 | -18% | -6% | -2% | 20% | 2 | -13% | -5% | 7% | 3%
CCn1c(SCC(=O)c2ccc(Cl)cc2)nnc1-c1ccoc1C | -12% | -15% | -5% | -11% | -6 | -11% | 0% | ? | ?
COc1cc(C(=O)NCCc2cn3ccccc3n2)cc(OC)c1OC | -8% | -7% | 1% | -3% | -3 | -8% | 1% | -16% | 11%
CC(=O)NC1C(=O)N=C(SCC(=O)Nc2c(C)cccc2C)NC1=O (centres undefined) | -2% | 0% | 21% | 31% | -10 | -2% | -5% | -24% | 31%[activator]
CC(=O)c1ccc(S(=O)(=O)NCc2ccc(C(=O)N(C)CC(=O)Nc3cccc(F)c3)cc2)cc1 | 3% | -3% | -2%[12.4 µM] | -2% | -2 | -7% | 1% | -24% | -6%
COc1ccc(NC(=O)CN2CCC(n3c(C)nc4cc(F)ccc43)CC2)c(OC)c1 | -9% | -8% | -1% | 0% | -7 | 0% | -3% | 7% | 0%
O=C(CSC1=Nc2ccccc2C2=NC(c3ccccc3)C(=O)N12)NCC1CCCO1 (centres undefined) | -4% | 1% | 12% | 9% | -2 | -3% | 0% | 16% | .
C=CCN1C=C2C(=O)C(C)(OC(=O)c3cnc4ccccc4n3)C(=O)C=C2C=C1/C=C/COC (centres undefined) | . | ? | -2%[12.4 µM] | . | 14 | 25µM* | -1% | -42% | ?
O=C(CC1NCCNC1=O)OCc1ccccc1 (centres undefined) | -12% | -18% | 6% | 11% | -4 | -14% | 3% | 9% | 0%
O=C(CNC(=O)c1ccco1)OCC(=O)c1ccc(Br)cc1 | 4% | -4% | -9% | 31% | -12 | -10% | -3% | 13% | -6%
COC(=O)CCC(=O)OC1(C)C(=O)C2=CN(CCc3ccccn3)C(c3ccc(OC)cc3)=CC2=C(Br)C1=O (centres undefined) | . | -16% | 3%[12.4 µM] | . | 17 | 32µM* | 13% | -28% | .
CCOC(=O)CNC(=O)CSc1nc2cccnc2n1CC | 14% | -2% | 4% | 6% | -2 | -11% | 5% | 3% | 1%
Fc1cccc(NC(=S)NCCN2CCOCC2)c1 | -1% | -11% | 0% | -14% | -7 | -14% | 1% | 16% | 1%
Cc1ccccc1NC(=O)Cc1nc(COC(=O)CNS(=O)(=O)c2cccc(Br)c2)cs1 | -16% | -7% | -13% | 23% | -2 | -13% | 12% | 4% | 0%
Cc1ccc(/C(O)=C2\C(=O)C(=O)N(c3cc(C)on3)C2c2cccc(Cl)c2)cc1 (centres undefined) | -9% | -4% | -10% | 0% | -3 | -3% | -2% | 6% | ?
O=C(CSc1ncc2c(n1)-c1ccccc1N(Cc1ccc(F)cc1)S2(=O)=O)NCc1ccccc1 | -2% | -10% | . | 22% | -6 | -7% | -2% | 1% | -18%

Entries shown so far that have a furan ring, fused or not (two):
SMILES | Anesthetic bind | POLK inh | APEX1 inh | POLB inh | LDHA block | POLH inh | ERG Ets-DNA blk | RGS4 inh | 12-LOX inh
CCn1c(SCC(=O)c2ccc(Cl)cc2)nnc1-c1ccoc1C | -12% | -15% | -5% | -11% | -6 | -11% | 0% | ? | ?
O=C(CNC(=O)c1ccco1)OCC(=O)c1ccc(Br)cc1 | 4% | -4% | -9% | 31% | -12 | -10% | -3% | 13% | -6%

(further entries)
SMILES | Anesthetic bind | POLK inh | APEX1 inh | POLB inh | LDHA block | POLH inh | ERG Ets-DNA blk | RGS4 inh | 12-LOX inh
COc1ccc(CNc2cc(-c3ccc(OC)cc3)nc3nncn23)cc1 | -10% | -2% | . | 16% | -7 | -14% | 3% | 2% | -20%
COc1c(S(=O)(=O)N2CCN(C(=O)c3ccco3)CC2)ccc(Cl)c1Cl | -12% | 2% | -14% | 20% | -2 | -4% | -3% | 17% | -2%
Oc1cccc(C2c3[nH]c4ccccc4c3CCN2Cc2ccc3c(c2)CCO3)c1 (centres undefined) | -14% | -14% | 0% | -1% | -7 | -9% | 1% | -11% | 37%[activator]
CCN(CC(=O)NCC1CCCO1)S(=O)(=O)c1ccc2ccccc2c1 (centres undefined) | -1% | 1% | 10% | -1% | -8 | -2% | 16% | 2% | 17%
NCCCCCc1cn([C@@H](CO)C(=O)NCCCCCCCCCCC(=O)N2CCNCC2)nn1 | . | -6% | 4% | . | -17 | 1% | -2% | 7% | 0%
COc1cc(/C(C)=N/NC(=O)c2ccc(CSc3nncn3C)cc2)cc(OC)c1OC | 0% | -21% | 4% | 10% | -7 | -6% | 10% | 5% | 0%
COc1cc(NC(=O)CSc2nnnn2-c2ccccc2)cc(OC)c1OC | -5% | -2% | 5% | 10% | -3 | -19% | -3% | -3% | ?
CCOc1ccc(S(=O)(=O)c2cn(Cc3ccccc3)c3ccc(OCC)cc3c2=O)cc1 | -16% | -12% | . | 0% | 4 | -13% | -4% | 1% | -10%
O=c1c2ccccc2n2c(-c3cccc(Cl)c3)nnc2n1Cc1ccccc1 | -1% | -1% | 3% | 32% | -1 | -13% | -16% | -8% | -9%
O=C(NCC1CCCO1)c1cc2ccccc2cc1O (centres undefined) | . | 0% | 0% | . | 21 | -19% | -1% | -43% | 3%
O=C(O)c1ccc(OC2CSC2)cc1 | -1% | -2% | 1% | 6% | -2 | 20µM* | -8% | -4% | -1%
Oc1cc2c(cc1C(c1ccc(Cl)c(Cl)c1)N1CCCC1)OCO2 (centres undefined) | ? | -8% | -4% | -8% | 27 | -24% | -5% | ? | 4.5µM*
Cc1ccc2c(c1)N(CC(=O)O)C(=O)CO2 | -5% | 10% | 1% | 0% | -3 | -7% | -5% | -24% | -10%
CC(/C=C/c1ccccc1)=N\Nc1nc2c(c(=O)[nH]c(=O)n2C)n1CCO | 0% | -3% | -1% | 2% | 0 | 36%[activator] | 6% | -3% | .
COCCNC(=O)Cn1cnc2c(cnn2-c2ccc(OC)cc2)c1=O | 1% | 4% | 26% | 3% | -3 | -3% | 9% | -12% | -1%
CCN(CC)CCCn1c2c(c(SCC(=O)Nc3cccc(C)c3C)nc1=O)CCC2 | . | 3% | 11% | . | -9 | 8% | 14% | 0% | -21%
COc1ccc(NC(=O)c2cc(S(=O)(=O)N3CCCC(C)C3)cn2C)c(OC)c1 (centres undefined) | -4% | -11%[60.1 µM] | . | 3% | 2 | -16% | 0% | -2% | -3%
Nc1ncnc2c1ncn2[C@@H]1O[C@H](CO)[C@@H](O)[C@H]1O | -6%&-9% | 0%[60.1 µM] | ? | 2% | -4 | -14% | -10% | ? | 7%
O=C(Nc1nnc(-c2cccs2)o1)c1ccc(S(=O)(=O)N2CCOCC2)cc1 | -7% | -2% | 1% | 4% | -4 | -11% | -1% | 11% | 0%
CC(=O)C1C(c2ccc(Cl)cc2)c2c(n[nH]c2C)CC1(C)O (centres undefined) | -2% | 18% | -3% | -7% | 1 | -3% | 1% | -6% | ?
O=C(CCCC(=O)NC1CCCCC1)Nc1ccc([N+](=O)[O-])cc1 | ? | -3% | -5% | 55% | -6 | 2% | -15% | 10% | -4%
O=C(Nc1nc(-c2ccccc2)cs1)C1CCCCN1S(=O)(=O)c1ccccc1 (centres undefined) | 1% | -12% | 2% | -2% | -4 | -9% | . | 34% | -18%[57.4 µM]
COc1ccccc1NC(=O)CCc1nnc2ccc(N3CCCCC3)nn12 | -13% | 3% | 33% | 3% | -1 | -14% | 20% | -8% | -11%
CCCN(CC(=O)Nc1ccccc1C)C(=O)CCCOc1ccc(Br)cc1 | . | 0% | 9% | . | 1 | -26% | -2% | 11% | -17%
Cc1ccc(-n2[nH]c(C)c(/C=N/c3cccc(C)n3)c2=O)cc1 | -15% | 0% | 0% | 2% | -4 | -3% | 2% | 11%[11.4 µM] | -13%
Cc1c(C(=O)OCC(=O)NCC2CCCO2)cccc1[N+](=O)[O-] (centres undefined) | -9% | 1% | -2% | 7% | -7 | 0% | -2% | 0% | 8%
Cc1ccccc1-n1c(SCc2c(C)noc2C)nnc1-c1cccnc1 | -16% | -1% | -10% | 2% | 4 | -8% | -2% | -91% | 436%[activator]

A portion of the library. The share of hits here may be higher or lower than overall.
